Screens as filed in PubChem.
RXFP1 agonist: agonists of human relaxin receptor RXFP1. HEK293T-RXFP1 cAMP TR-FRET, 30 min; response scale: percent of porcine relaxin response, buffer zero. Potency, µM (series often up to 57.5 µM), inactives show top-dose activation, hits mostly activators. 370,000 compounds, 0.3% hits. AID 2676; further: potency means the concentration at half of the fitted maximal effect; on the % scale 0 is the no-effect control and ±100 the full control effect; nearly all actives have a fitted effect of over 60% in size; many of its hits are not listed in these tables
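cAMP rise read by TR-FRET after 30 min, 37C compound exposure (up to 58 uM) in RXFP1-transfected HEK293 cells with Ro 20174 present. EC50 from Hill-equation fits, with 29 nM porcine relaxin as 100% and buffer as basal.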
PI4K2A inh: blocks human PI4K2A kinase activity; Q9BTU6; purified PI4K2A, ADP-Glo luminescence, 1 h; active compounds read low; activity change, negative = inhibition, % at 76.9 µM; 420,000 compounds, 0.13% hits; in the data active means activity change below about -50%; inconclusive means mostly about -30% to -49%;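 further: -100% = wells without enzyme as full effect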
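PI4K2A activity was measured by ADP-Glo luminescence: enzyme (4 ug/mL stock) and phosphatidylinositol (1.2 mM stock) in Tris pH 7.5/MgCl2/EGTA/Triton X-100 buffer were reacted with ATP (300 microM stock) for one hour at ambient temperature.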
USP1 inh: USP1/UAF1 (human) deubiquitinase inhibition. AID 743255. recombinant USP1/UAF1, Ub-Rhodamine cleavage fluorescence. 390,000 compounds, 0.23% hits. Potency, µM (top dose mostly 57.1 µM), for inactives: at the highest dose activity change, negative = inhibition, actives largely listed as inhibitors. O94782; further: potency means the concentration at half of the fitted maximal effect; on the % scale 0 is the no-effect control and ±100 the full control effect; nearly all actives have a fitted effect of over 60% in size; inactives centre near -12
Target sequence (O94782 whole entry, looked up): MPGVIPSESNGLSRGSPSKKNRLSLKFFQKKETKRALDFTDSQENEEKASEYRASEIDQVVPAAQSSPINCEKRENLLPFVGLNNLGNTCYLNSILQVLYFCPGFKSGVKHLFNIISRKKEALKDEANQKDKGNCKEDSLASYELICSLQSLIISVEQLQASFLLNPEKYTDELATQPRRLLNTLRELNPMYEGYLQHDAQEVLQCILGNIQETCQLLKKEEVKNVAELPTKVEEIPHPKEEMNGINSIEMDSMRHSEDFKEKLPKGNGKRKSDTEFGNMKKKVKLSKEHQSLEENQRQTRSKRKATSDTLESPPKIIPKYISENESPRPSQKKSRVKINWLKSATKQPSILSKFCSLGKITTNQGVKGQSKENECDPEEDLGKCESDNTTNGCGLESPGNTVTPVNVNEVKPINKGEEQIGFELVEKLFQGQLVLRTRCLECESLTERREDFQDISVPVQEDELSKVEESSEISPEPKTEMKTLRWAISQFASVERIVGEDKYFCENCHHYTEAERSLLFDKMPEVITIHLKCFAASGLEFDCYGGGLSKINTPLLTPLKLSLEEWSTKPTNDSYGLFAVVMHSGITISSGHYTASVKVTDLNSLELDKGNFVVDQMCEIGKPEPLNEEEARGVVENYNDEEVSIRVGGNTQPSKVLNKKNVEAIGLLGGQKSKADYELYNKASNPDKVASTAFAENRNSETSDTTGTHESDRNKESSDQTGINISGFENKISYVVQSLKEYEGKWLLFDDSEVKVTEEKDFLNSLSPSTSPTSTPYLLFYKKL
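Step one: compound is pinned into 1nM USP1/UAF1 in HEPES pH 7.8 buffer with TCEP. Step two: 15 min room-temperature incubation. Step three: Ub-Rho (150nM final) starts cleavage, tracked by fluorescence over six one-minute reads.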
GRP78 ERSR act: ER stress response induction in glioma; 420,000 compounds, 0.02% hits; U87-MG GRP78 promoter luciferase reporter, 16 h; Potency, µM, without a hit: top-dose activation, most hits filed as activators; further: potency means the concentration at half of the fitted maximal effect; series mostly up to about 76 µM; % of control where 0% means no effect; nearly all actives have a fitted effect of over 35% in size
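ERSR induction read as luciferase luminescence (Bright-Glo, 10 min at room temperature) in stably transfected human U87-MG glioma cells exposed to compounds for 16 h, using GRP78 as sensor.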
IDH1 R132H inh: blocks human mutant IDH1 R132H enzyme | O75874 | IDH1-R132H enzyme, NADPH consumption, diaphorase/resazurin fluorescence | Potency, µM (series often up to 76.6 µM), without a hit: at the top dose activity change, negative = inhibition, most hits filed as inhibitors | 390,000 compounds, 0.093% hits; further: potency means the concentration at half of the fitted maximal effect; on the % scale 0 is the no-effect control and ±100 the full control effect; nearly all actives have a fitted effect of over 65% in size
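IDH1-R132H (0.5 ug/mL) preincubated 30 min with compound, then NADPH (0.016 mM) and alpha-KG (2 mM) added; 80 min at RT, pH 7.5. Remaining NADPH coupled via diaphorase/resazurin to fluorescence (540/590 nm); concentration-response curves normalized to no-enzyme control.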
TrxR1 substrate: substrates of rat thioredoxin reductase 1. 390,000 compounds, 0.01% hits. AID 588456. Potency, µM (series often up to 114 µM), for inactives: at the top dose activity change, negative = substrate turnover. purified TrxR1 substrate turnover, NADPH consumption readout. O89049; further: potency means the concentration at half of the fitted maximal effect; on the % scale 0 is the no-effect control and ±100 the full control effect; nearly all actives have a fitted effect of over 50% in size
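Rat TrxR1, dispensed at 90 nM, was prereduced with 400 uM NADPH (final) for 5 min at ~22 deg C, then incubated with compound 15 min before 400 uM selenite. A first-read NADPH fluorescence drop versus no-compound background flagged substrates.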
LDHA inh: inhibitors of human lactate dehydrogenase A; P00338; purified LDHA, NADH/diaphorase-resazurin fluorescence; active compounds read low; activity change, % (values are at about 110 or 230 µM); 480,000 compounds, 0.15% hits; AID 1347041; in the data active means activity change below about -30%; inconclusive means mostly about -25% to -30%;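 further: plate controls were DMSO wells for no effect and wells without enzyme for full effect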
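Enzyme activity of human lactate dehydrogenase 5 (2 nM; 0.06 mM NADH, 0.2 mM pyruvate, 5 min, RT) is measured via a resazurin/diaphorase fluorescence readout of residual NADH.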
Vif-A3G inh: blocks the Vif interaction with human APOBEC3G; Q9HC16; HeLa A3G-eYFP + Vif (tagged APOBEC3G with the HIV-1 protein that degrades it), YFP fluorescence, overnight; Potency, µM (top dose mostly 46.1 µM), for inactives: at the top dose activity, negative = active, usual class: inhibitors; 410,000 compounds, 0.076% hits; AID 602310;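 further: potency means the concentration at half of the fitted maximal effect; on the % scale 0 is the no-effect control and ±100 the full control effect; nearly all actives have a fitted effect of over 60% in size; hits raise eYFP signal because A3G escapes Vif-driven loss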
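Read-out is eYFP fluorescence (Ex 488/Em 500-530) from Vif-expressing HeLa A3G-eYFP cells; more signal means A3G escaped Vif-mediated degradation. Cells plated overnight, compound pinned in, incubated overnight at 37 deg C.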
Vif-APOBEC3F blk: inhibitors of Vif-A3F interaction; HeLa A3F-eYFP + Vif (tagged APOBEC3F with the HIV-1 protein that degrades it), YFP fluorescence increase; Potency, µM (titrated, usually from 46.1 µM), for the others: top-dose activity, negative = active; 390,000 compounds, 0.2% hits; further: potency means the concentration at half of the fitted maximal effect; % of control where 0% means no effect; nearly all actives have a fitted effect of over 65% in size
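Fluorescence increase (Ex 488/Em 500-530) after overnight compound treatment at 37 deg C flags inhibition of Vif-driven A3F-eYFP loss in stable HeLa A3F-eYFP/Vif cells seeded overnight beforehand.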
The depositor's hits bear a star; ? = inconclusive; / = no result given; & = joins results of further samples; [ ] = another dose, or the depositor's remark. Unless noted, the call rests on the fitted dose curve; in most records, active means well fitted curve in the direction sought with a large enough effect; inconclusive means small, poorly fitted or top-dose-only effect, or another doubt; inactive means no such curve, though single readings can be large; an effect the other way counts as inactive or inconclusive. The list is partial, so the mix of outcomes need not match the whole.

SMILES	RXFP1 agonist	PI4K2A inh	USP1 inh	GRP78 ERSR act	IDH1 R132H inh	TrxR1 substrate	LDHA inh	Vif-A3G inh	Vif-APOBEC3F blk
COc1cccc(OCCOc2ccc(/C=C3\C(=N)N4N=C(S(C)(=O)=O)SC4=NC3=O)cc2OC)c1	5.6%	5	-21%	-1%	12%	-18%	-2	0%	10%
Cc1cccc(C)c1OCCN1CCOCC1	3.9%	-2	-18%	-2%	13%	-1%	-19	1%	-22%
COc1cccc(NC(=O)NCc2ccc(F)cc2)c1	0.9%	-6	-10%	6%	16%	-4%[57.1 µM]	-13	-3%	3%
O=C(Nc1ccccc1Oc1ccccc1)c1ccccc1F	0.6%	-3	-6%	0%	8%	7%[57.1 µM]	-4	0%	2%
CN1CCCN(C(=O)CNC(=O)c2ccccc2F)CC1	/	-5	-5%	-1%	3%	1%	0	2%	-13%
CCCN(CC(=O)Nc1ccc(C(N)=O)cc1)CC(=O)Nc1cc(Cl)ccc1Cl	2.6%	4	-9%	-7%	1%	5%	-13	-6%	-5%
CC(=O)c1ccc(N(CC(=O)NC2CCCC2)C(=O)CNC(=O)c2cccs2)cc1	-0.1%	1	-7%	-5%	3%	-3%	-7	0%	0%
CC(NC(=O)CCNS(=O)(=O)c1cccc2nonc12)c1ccccc1 (stereo not drawn)	3.3%	1	3%	0%	0%	1%	-5	-2%	6%
O=C(NNC(=S)NC(=O)c1ccccc1[N+](=O)[O-])c1ccccc1O	-0.3%	4	-15%	0%	-7%	1%[57.1 µM]	-1	5%	3%
COC(=O)c1cn(C(=O)c2ccccc2Cl)c2ccccc12	0.2%	1	-8%	-3%	5%	7%[57.1 µM]	-3	?	5%
CCc1nc2c(OCC(=O)c3ccc(Cl)cc3Cl)cccn2c1N(C=O)Cc1ccccc1	/	-1	/	-5%	/	/	3	-12%	/
O=C(CCCn1c(=O)[nH]c2ccccc2c1=O)NCCSCc1ccccc1	3.1%	-3	-13%	0%	5%	-4%[57.1 µM]	-4	0%	3%
Cc1sc2ncnc(N3CCC(C(=O)Nc4nnc(SCc5ccccc5F)s4)CC3)c2c1C	3.1%	-1	-3%	-3%	5%	-4%	-11	0%	2%
Oc1ccccc1-c1n[nH]c(-c2ccccc2O)n1	/	-9	-13%	-3%	2%	-2%	0	-1%	-23%
CC1Cc2ccccc2N1C(=S)NC(=O)C1(C)CC1(Cl)Cl (stereo not drawn)	1.0%	6	-12%	-2%	1%	-8%	-9	0%	-13%
O=C(Nc1ccc(-c2ccc([N+](=O)[O-])cc2)cc1)c1ccccc1F	?	-6	-13%	-1%	20%	7%	-1	9%	-21%
COc1ccc(OC)c(CCNC(=O)c2cc3c(=O)oc4ccc(C)cc4c3s2)c1	0.5%	1	-30%	-3%	-2%	5%	-3	0%	-2%
CC(C)(C)C(=O)CN1C(=O)NC2(CCc3ccccc32)C1=O (stereo not drawn)	0.7%	2	-17%	-5%	-4%	1%	-2	-4%	1%
O=C(NCc1cccnc1)c1ccccc1-c1ccccc1	-1.0%	-2	-14%	-1%	3%	3%[57.1 µM]	-9	2%	10%
COc1cccc(C(=O)NCCS(=O)(=O)NCc2ccco2)c1	1.2%	-1	-8%	-1%	-4%	4%[57.1 µM]	-4	-7%	13%
CSc1cccc(CN2CCC(CO)(Cc3ccccc3)CC2)c1	1.8%	3	1%	-2%	1%	-3%[57.1 µM]	-4	2%	15%
Cc1cc(C)c(C(=O)NC2CC(C)(C)Cc3c2cnn3-c2ccccc2)o1 (stereo not drawn)	-0.5%	4	-10%	-6%	8%	1%	-2	-2%	4%
CCC(=O)Nc1cc2c(cc1Cl)-c1ccccc1C2	/	-1	-3%	2%	0%	5%[57.1 µM]	-7	-7%	-4%
CCOc1cccc2cc(C(=O)NCc3ccccc3)c(=N)oc12	0.4%	-2	-23%	-2%	4%	3%	2	0%	?
CCCN(CC(=O)Nc1ccccc1OC)C(=O)Cc1ccccc1F	0.4%	-1	-6%	-4%	6%	-8%	-1	-2%	1%

The listing continues.
SMILES	RXFP1 agonist	PI4K2A inh	USP1 inh	GRP78 ERSR act	IDH1 R132H inh	TrxR1 substrate	LDHA inh	Vif-A3G inh	Vif-APOBEC3F blk
CC(C)NC(=O)CN1CCN(C(=O)CCl)CC1	2.1%	-1	-12%	-4%	18%	19%[57.1 µM]	-5	2%	14%
O=c1[nH]c(=S)[nH]c2n[nH]nc12	/	/	/	-3%	/	-6%	-3	3%	/
COc1ccc(C(=O)O/N=C(\N)c2ccncc2)cc1OC	0.2%	-7	-21%	?	6%	-8%	-2	3%	-4%
O=C(c1ccc(-c2ccccc2)cc1)C1CCCN(C(=O)c2ccncc2)C1 (stereo not drawn)	0.4%	-7	-6%	-4%	-3%	-1%	-5	2%	1%
CC(=O)Nc1ccc(S(=O)(=O)N(C)c2ccc(OCC(=O)OCC(=O)NCc3ccco3)cc2)cc1	2.4%	6	-23%	1%	5%	2%	-2	3%	1%
O=C(COc1cc(O)c2c(=O)cc(-c3ccccc3)oc2c1)c1cccc([N+](=O)[O-])c1	1.1%	2	-2%	3%	3%	-5%[57.1 µM]	-4	-3%	-11%
O=C(CCC(=O)c1ccc(F)cc1)Nc1ccc(Cl)cc1	1.8%	-5	-8%	-4%	3%	4%[57.1 µM]	-4	0%	0%
COc1ccc(NC(=O)CSC2=Nc3ccccc3C3=NC(CC(=O)NCCc4ccccc4)C(=O)N23)cc1 (stereo not drawn)	1.6%	-3	-9%	7%	0%	5%[57.1 µM]	-1	-5%	1%
O=C(Nc1nnc([C@H]2C[C@H](O)[C@@H](CO)O2)s1)c1cccc(Cl)c1	/	-3	/	2%	/	/	-3	2%	/
O=C(NCCCO)c1nnc(Cc2c(F)cccc2Cl)o1	-3.0%	1	7%	-3%	-1%	-1%	-3	4%	-5%
N#CC(C(O)c1ccccc1)N1CCOCC1 (stereo not drawn)	/	3	?	-3%	-3%	/	-3	-2%	-8%
CCOc1ccccc1NC(=O)CN1C(=O)C2(SCC(=O)N2c2ccc(C)cc2)c2ccccc21 (stereo not drawn)	-3.4%	-2	-2%	-3%	-13%	-6%	-3&-2	-28%	-3%
O=C(NCCCCc1ccccc1)c1ccccc1Br	/	-2	-11%	-1%	3%	-1%	-16	-1%	2%
CC1=C(C#N)C(C)C2=C(CC(C)(C)CC2=O)N1 (stereo not drawn)	6.6%	-10	10%	1%	-9%	93%[activator]	-3	-5%	5%

Ordered by count of non-hydrogen atoms (low to high): some entries from above.
SMILES	RXFP1 agonist	PI4K2A inh	USP1 inh	GRP78 ERSR act	IDH1 R132H inh	TrxR1 substrate	LDHA inh	Vif-A3G inh	Vif-APOBEC3F blk
O=c1[nH]c(=S)[nH]c2n[nH]nc12	/	/	/	-3%	/	-6%	-3	3%	/
CC1=C(C#N)C(C)C2=C(CC(C)(C)CC2=O)N1 (stereo not drawn)	6.6%	-10	10%	1%	-9%	93%[activator]	-3	-5%	5%
O=C(CCC(=O)c1ccc(F)cc1)Nc1ccc(Cl)cc1	1.8%	-5	-8%	-4%	3%	4%[57.1 µM]	-4	0%	0%
O=C(COc1cc(O)c2c(=O)cc(-c3ccccc3)oc2c1)c1cccc([N+](=O)[O-])c1	1.1%	2	-2%	3%	3%	-5%[57.1 µM]	-4	-3%	-11%
CCOc1ccccc1NC(=O)CN1C(=O)C2(SCC(=O)N2c2ccc(C)cc2)c2ccccc21 (stereo not drawn)	-3.4%	-2	-2%	-3%	-13%	-6%	-3&-2	-28%	-3%
COc1ccc(NC(=O)CSC2=Nc3ccccc3C3=NC(CC(=O)NCCc4ccccc4)C(=O)N23)cc1 (stereo not drawn)	1.6%	-3	-9%	7%	0%	5%[57.1 µM]	-1	-5%	1%
